Bioassay records deposited in PubChem BioAssay by several laboratories.
SRC2 inh = inhibition of GAL4-SRC2 driven luciferase reporter, primary screen, SRC2 inhibitor project, cell-based, luminescence. Nuclear receptor coactivator 2 (Homo sapiens), Q15596. HEK293 GAL4-SRC2 luciferase reporter. inhibition, % at 9 µM. 370,000 compounds, 0.17% hits. AID 651957, 2012;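 active = inhibition above the mean inhibition of all tested compounds plus 3 SD, set per campaign, cut at about 52% in these data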;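 note: 0% = DMSO treated cells and 100% = cells given Gossypol at 36 µM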
COUP-TFII inh = NR2F2 transcriptional activity inhibitors, primary screen, cell-based, luciferase reporter, HEK293T, luminescence | COUP transcription factor 2 (Homo sapiens), P24468 | HEK293T NGFI-A luciferase reporter | inhibition, % at 8.6 µM | 370,000 compounds, 0.7% hits | AID 686940, 2013;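 active = inhibition above a per-plate cutoff, mean inhibition of test wells between control levels plus 3 SD, cut at about 38% in these data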;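 note: cells cotransfected with COUP-TFII expression vector driving the NGFI-A reporter; 0% = median of COUP-TF2 test wells and 100% = reporter-only cells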
Target sequence (P24468 whole entry, looked up): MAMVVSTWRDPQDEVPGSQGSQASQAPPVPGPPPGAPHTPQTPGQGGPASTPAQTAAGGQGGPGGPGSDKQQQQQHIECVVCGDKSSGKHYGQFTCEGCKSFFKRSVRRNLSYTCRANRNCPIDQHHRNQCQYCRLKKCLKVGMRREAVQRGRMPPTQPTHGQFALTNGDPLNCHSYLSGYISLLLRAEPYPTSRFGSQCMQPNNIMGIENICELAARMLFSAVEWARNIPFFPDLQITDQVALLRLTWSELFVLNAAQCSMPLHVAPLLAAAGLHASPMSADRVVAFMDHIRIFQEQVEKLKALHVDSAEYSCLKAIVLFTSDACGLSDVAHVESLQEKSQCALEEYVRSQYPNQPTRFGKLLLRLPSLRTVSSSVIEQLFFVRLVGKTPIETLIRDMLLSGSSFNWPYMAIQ
SRC3 inh = SRC3 coactivator transcriptional activity inhibitors, primary screen, cell-based, luminescence | HEK293 GAL4-SRC3 luciferase reporter | inhibition, % at 3.6 µM | 360,000 compounds, 0.17% hits | AID 588352, 2011;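 active = inhibition above a per-campaign cutoff, the mean of all compounds plus 3 SD, cut at about 60% in these data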;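 note: 0% = DMSO-treated cells and 100% = gossypol-treated cells at 36 µM; higher means less SRC3-driven luciferase light from the GAL4 reporter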
Vif imaging = HIV Vif self-association inhibitors, primary screen, imaging, HEK293T, single point; HEK293T cells, Vif self-association by quenched fluorescence, 24 h; inhibition, % at 7.49 µM; 340,000 compounds, 0.35% hits; in the data active = inhibition above about 50%, passing the limit was not always enough; inconclusive = no clear call, values can overlap the other calls; inactive = below about 31%; note: some results filed as inactive read as strong as hits
TROY signal inh = inhibitors of TROY-driven NF-kB signaling, primary screen, Q293 LMP1-TROYcd cells, NF-kB luciferase, uHTS; Q293 LMP1-TROYcd NF-kB luciferase reporter, 4 h; inhibition, % at 10 µM; 360,000 compounds, 0.98% hits;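 active = compounds whose plate-normalised and pattern-corrected inhibition of the luciferase reporter signal at the single screening dose is 50% or more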
C8 TRAIL sens = viability loss with TRAIL in NB7+C8 cells, primary screen, TRAIL sensitizer project, cell-based, ATPlite luminescence | inhibition (viability loss, TRAIL sensitization), % at 10 µM | 360,000 compounds, 1% hits;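 active = compounds causing at least 50% loss of cell viability in the single-dose screen, relative to plate controls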
LRH-1 inv ag = LRH-1 (NR5A2) inverse agonists, primary screen, cell-based, luminescence, HEK293T, StAR-luciferase reporter; Nuclear receptor subfamily 5 group A member 2 (Homo sapiens), O00482; LRH-1 transfected, 24 h; inhibition, % at 3.6 µM; 360,000 compounds, 0.13% hits; AID 602396, 2012;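 active = inhibition above the mean inhibition of all tested compounds plus 3 SD, cut at about 73% in these data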;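 note: 0% = DMSO wells and 100% = reporter-only cells lacking LRH-1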
Target sequence (O00482 whole entry, looked up): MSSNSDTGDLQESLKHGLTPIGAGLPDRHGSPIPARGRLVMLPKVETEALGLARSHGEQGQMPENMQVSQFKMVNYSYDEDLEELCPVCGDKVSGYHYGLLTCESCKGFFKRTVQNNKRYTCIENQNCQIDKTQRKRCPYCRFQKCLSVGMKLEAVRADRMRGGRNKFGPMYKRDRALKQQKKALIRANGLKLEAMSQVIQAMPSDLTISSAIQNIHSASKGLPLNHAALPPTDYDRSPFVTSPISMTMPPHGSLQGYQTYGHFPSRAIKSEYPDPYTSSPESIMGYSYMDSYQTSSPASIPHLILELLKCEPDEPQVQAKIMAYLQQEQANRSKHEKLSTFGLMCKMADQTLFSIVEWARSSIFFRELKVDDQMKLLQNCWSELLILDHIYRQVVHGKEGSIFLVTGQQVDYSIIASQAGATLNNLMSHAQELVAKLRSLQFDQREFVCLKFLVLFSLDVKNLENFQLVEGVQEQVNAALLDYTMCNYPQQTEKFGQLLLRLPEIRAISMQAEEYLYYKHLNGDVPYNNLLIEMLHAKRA
NOD2-RIPK2 inh = NOD2-RIPK2 binding disruptors in cells, primary screen, fluorescence, CHO cells, BLA complementation; Receptor-interacting serine/threonine-protein kinase 2 (Homo sapiens), O43353; AID 624267, 2012; inhibition, % at 4.98 µM; CCF4 ratio; 360,000 compounds, 0.38% hits; in the data active = inhibition above about 21%;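 note: 0% = vehicle only and 100% = reference blocker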
SRC1 inh = SRC1 coactivator transcriptional activity inhibitors, primary screen, cell-based, luminescence. 360,000 compounds, 0.12% hits. AID 588354, 2011. HEK293 GAL4-SRC1 luciferase reporter. inhibition, % at 3.6 µM. Nuclear receptor coactivator 1 (Homo sapiens), Q15788;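 active = inhibition above the campaign mean plus 3 SD, with each screening campaign given its own cutoff, cut at about 60% in these data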;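 note: 0% = DMSO treated cells and 100% = gossypol at 36 µM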
EBV LMP1 NFkB = EBV LMP1-driven NF-kappaB luciferase reporter inhibitors, primary screen, cell-based, luminescence, single point; LMP1-induced NF-kappaB luciferase reporter cells; inhibition, % at 12.5 µM; 350,000 compounds, 0.69% hits; in the data active = inhibition above about 41%; inconclusive = no clear call, values can overlap the other calls;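 note: 0% = neutral control wells and 100% = reference inhibitor control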
TLR9-MyD88 block = inhibitors of TLR9-MyD88 association in cells, primary screen, cell-based, CHO, BLA complementation, fluorescence | Toll-like receptor 9 (Homo sapiens) + Myeloid differentiation primary response protein … | CCF4 FRET ratio | inhibition, % at 4.98 µM | 340,000 compounds, 0.21% hits;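 active = inhibition above the mean over all tested compounds plus 3 SD, cut at about 21% in these data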;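 note: 0% = DMSO only wells and 100% = clavulanate BLA inhibitor control wells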
* = called active by the depositor; ? = inconclusive; nt = no result given. These rows are one share of the data (hit frequency here may not be typical).

SMILES	SRC2 inh	COUP-TFII inh	SRC3 inh	Vif imaging	TROY signal inh	C8 TRAIL sens	LRH-1 inv ag	NOD2-RIPK2 inh	SRC1 inh	EBV LMP1 NFkB	TLR9-MyD88 block
O=C(CN1CCN(c2cnn(-c3ccccc3)c(=O)c2Cl)CC1)NC1CCS(=O)(=O)C1 (stereo not drawn)	6	-7	5	-17	2	3	-31	-6	-10	-2	-7
OC(COc1ccc(Cl)cc1)CN1CCN(c2ccccn2)CC1 (stereo not drawn)	-12	4	9	-4	-5	0	-13	-2	4	9	-7
CCC(C)(C)n1nnnc1C(c1ccc(Cl)cc1)N1CCN(C)CC1 (stereo not drawn)	-12	-1	14	-2	-5	6	4	-17	3	3	-12
CCCN(CCC)CCCNS(=O)(=O)c1ccc2c(c1)oc(=O)n2C	-14	-1	-6	7	10	-3	-5	-3	-23	-4	2
Cc1ccc(NC(=S)N(C)C(c2ccccc2)c2ccccc2)cc1C	7	-9	7	-5	-16	5	11	-1	-27	10	1
O=C(COc1ccc(/C=N/NC(=O)c2cccnc2)cc1)Nc1ccccc1	-29	-9	-34	-4	-12	-30	14	-6	-31	-7	-2
NC(c1ccccc1)c1csc(Nc2ccc(C(=O)NCCCO)cn2)n1 (stereo not drawn)	-8	4	0	0	0	12	5	-14	-7	nt	nt
CC(NC(=O)CSc1nc(C2CC2)n(-c2ccccc2)n1)c1ccco1 (stereo not drawn)	-10	0	1	-3	-3	-14	-7	-3	-6	-3	-7
Cc1sc(C(=O)NCc2cccnc2)c2nc(C)n(CC(=O)NCc3cccnc3)c(=O)c12	-21	7	5	9	-6	-14	-4	-3	-7	3	-9
C[C@H](CO)N1C[C@H](C)[C@@H](CN(C)S(=O)(=O)c2cccs2)Oc2ccc(NC(=O)Nc3ccc(C(F)(F)F)cc3)cc2C1=O	-5	8	3	nt	31	25	12	-5	6	-5	-8
O=C(O)C1CCCCC1C(=O)NCCCN1CCCC1=O (stereo not drawn)	3	-8	-4	22	-20	-16	-3	-11	-9	9	5
NC(=O)c1sc2nc(N3CCCCC3)c3c(c2c1N)CCCC3	-23	-2	13	-11	7	-2	13	0	0	1	0
O=C(NC(CO)(CO)CO)c1coc(=O)c(Br)c1	-25	-5	-9	-5	-40	0	-16	1	-19	-4	2
Cc1nnc(C)n1/N=C/c1ccccn1	-13	-2	1	10	18	-17	-2	-6	-12	2	7
C#CCOCCOCCOCCNc1nc(N2CCN(C(=O)[C@H](CCCCN)n3cc(CC(C)O)nn3)CC2)nc(N2CCN(C(=O)[C@H](Cc3ccc(O)cc3)n3cc(CCO)nn3)CC2)n1 (stereo partly drawn)	-5	-2	-14	10	-4	2	11	-1	3	0	-4
CC1(C)Oc2ccc3ccc(=O)oc3c2C(/C=N/O)C1=O (stereo not drawn)	-6	7	18	7	3	-13	-9	-9	19	-2	10
[O-][n+]1c2ccccc2[n+]([O-])c2cc(O)ccc21	7	-1	4	-2	-2	18	19	0	0	9	1
NNc1cc(C(=O)O)ccc1Cl	22	28	6	1	9	-11	19	-8	1	0	-16
CCOc1ccc2nc(SCC(=O)Nc3ncccn3)[nH]c2c1	-1	4	1	nt	2	-6	2	-1	-2	-2	-10
COc1ccccc1NC(=O)CCSc1ccc(C)cc1	-8	15	-3	-10	-34	-2	-5	1	-6	8	-3
COc1ccc(-c2[nH]ncc2C=O)cc1OC	1	-9	1	15	-7	3	23	-8	-29	-2	5
CN1CCN(CCCNC(=O)c2ccc3c(c2)N(Cc2ccccc2)CCS3)CC1	-9	-8	14	1	-5	-9	-37	-5	2	-8	2
CCOc1ccccc1Oc1c(C)oc2c(CN3CCN(CCO)CC3)c(O)ccc2c1=O	-25	3	3	-3	10	-15	-1	-7	6	0	-2
COc1ccc(CN(C)CC2CCCN(CCc3ccc(F)cc3)C2)c(OC)c1OC (stereo not drawn)	-11	-12	6	0	-30	-6	3	2	-4	-1	0
CCN1CCN(c2nc3sc4c(c3c3ncnn23)CC(C)CC4)CC1 (stereo not drawn)	-6	-5	-43	11	-56	-11	-13	-3	-21	-31	0

Seven compounds from above, limited to SRC2 inh, TLR9-MyD88 block and EBV LMP1 NFkB.
canonical_smiles	SRC2 inh	TLR9-MyD88 block	EBV LMP1 NFkB
C[C@H](CO)N1C[C@H](C)[C@@H](CN(C)S(=O)(=O)c2cccs2)Oc2ccc(NC(=O)Nc3ccc(C(F)(F)F)cc3)cc2C1=O	-5	-8	-5
O=C(O)C1CCCCC1C(=O)NCCCN1CCCC1=O (stereo not drawn)	3	5	9
NC(=O)c1sc2nc(N3CCCCC3)c3c(c2c1N)CCCC3	-23	0	1
O=C(NC(CO)(CO)CO)c1coc(=O)c(Br)c1	-25	2	-4
Cc1nnc(C)n1/N=C/c1ccccn1	-13	7	2
C#CCOCCOCCOCCNc1nc(N2CCN(C(=O)[C@H](CCCCN)n3cc(CC(C)O)nn3)CC2)nc(N2CCN(C(=O)[C@H](Cc3ccc(O)cc3)n3cc(CCO)nn3)CC2)n1 (stereo partly drawn)	-5	-4	0
CC1(C)Oc2ccc3ccc(=O)oc3c2C(/C=N/O)C1=O (stereo not drawn)	-6	10	-2

2 compounds picked at random from those above:
SMILES	SRC2 inh	COUP-TFII inh	SRC3 inh	Vif imaging	TROY signal inh	C8 TRAIL sens	LRH-1 inv ag	NOD2-RIPK2 inh	SRC1 inh	EBV LMP1 NFkB	TLR9-MyD88 block
O=C(NC(CO)(CO)CO)c1coc(=O)c(Br)c1	-25	-5	-9	-5	-40	0	-16	1	-19	-4	2
NNc1cc(C(=O)O)ccc1Cl	22	28	6	1	9	-11	19	-8	1	0	-16

The results go on:
SMILES	SRC2 inh	COUP-TFII inh	SRC3 inh	Vif imaging	TROY signal inh	C8 TRAIL sens	LRH-1 inv ag	NOD2-RIPK2 inh	SRC1 inh	EBV LMP1 NFkB	TLR9-MyD88 block
COc1ccc(CC(=O)Nc2cccc(C(=O)O)c2C)cc1	-13	-1	-8	nt	-42	-18	-31	-3	-8	-3	6
COc1nc(NCCO)nc(Nc2ccccc2F)n1	-25	-14	-50	-3	-8	0	-77	2	-41	-5	4
COc1ccc(-c2[nH]ncc2CN2CCN(Cc3cccs3)CC2)cc1F	9	18	14	-18	2	10	19	-5	18	8	5
COC(=O)c1cccc(C(=O)N2CCCC(Nc3ccc(C)c(C)c3)C2)c1 (stereo not drawn)	-16	-9	3	9	11	-15	-3	2	-2	2	-7
COc1ccc2[nH]c3c(c2c1)CCN1C(=O)C(CC(=O)NCCc2ccccn2)C[C@H](C(=O)N2CCCCC2)[C@@]31CCc1ccccc1 (stereo partly drawn)	-9	1	-5	7	4	-12	8	0	5	3	-3
C/C=C1\NC(=O)[C@H](C)NC(=O)[C@@H](NC(=O)[C@H](Cc2ccc(O)cc2)NC(=O)[C@@H](NC(=O)/C(C)=C/C)C(C)C)[C@@H](C)OC(=O)[C@H](CC(C)C)NC(=O)[C@@H](CCC(=O)O)NC1=O	-18	9	9	2	-11	4	23	-3	-13	nt	nt
COc1ccc(-n2c(SCC(=O)Nc3ccc([N+](=O)[O-])cc3OC)nc3ccccc32)cc1	6	10	-12	-6	12	8	1	1	5	9	-5
COc1ccc(N2CCN(C(=O)CSc3ncnc4c3cnn4-c3ccc(OC)cc3)CC2)cc1	-4	13	9	?	-3	14	13	4	3	-1	-5
COc1ccc(CCNC(=O)CSc2ccc(NC(C)=O)cc2)cc1OC	9	-6	12	-8	13	20	52	-2	1	-2	2
N#Cc1cccnc1Nc1cccc(Cl)c1	-22	-4	6	-18	-23	-4	-16	-10	-14	-3	-19
Cc1ccc(S(=O)(=O)NCc2cccnc2)cc1C(=O)N1CCCC1	-25	2	2	3	5	-2	9	-2	-6	0	4
COc1cccc(Nc2cc(C)nc3ccccc23)c1	-2	-16	16	-9	8	5	2	-5	-1	1	-6
COc1ccc(OC)c(NC(=O)CN(c2ccc(C(C)C)cc2)S(=O)(=O)c2c(C)noc2C)c1	1	11	27	-3	-11	43	-11	7	13	22	-5
Cc1ccc(OCCCCn2cnc3ccccc32)cc1	-6	-1	9	-7	-15	-1	12	-2	-3	5	10
CC1CCCN(CCOCCOc2ccc(Cl)cc2Br)C1 (stereo not drawn)	-19	4	15	4	-7	14	-7	-13	15	5	-1
CN(CC(=O)Nc1c(Cl)cccc1Cl)C(=O)c1cccc(S(=O)(=O)NCc2ccccc2)c1	-1	-12	22	nt	20	-24	-2	-3	-12	1	-4
Clc1cc(NCc2ccccc2)ncn1	-6	3	6	-4	10	-9	1	-6	10	-2	-1
COc1ccccc1N1C(=O)N(CC(=O)C(C)(C)C)c2ccccc2S1(=O)=O	14	1	-12	-6	-4	-9	6	-2	9	0	0
O=C(Nc1ccc(O)cc1)/C(=C\C=C\c1ccccc1)NC(=O)c1ccccc1	13	9	4	-1	-20	-3	5	-10	-17	5	0
CCOc1ncccc1C(=O)OCC(=O)N1CCC(C)CC1	-43	14	3	1	-30	-22	-8	-16	-15	-10	-6
c1csc(CSc2nc3ccccc3s2)c1	-71	-23	-67	1	-26	4	-54	9	-72	-33	8
COc1ccc(C(C(=O)NC2CCCCC2)N(Cc2ccco2)C(=O)CNC(=O)c2ccco2)cc1 (stereo not drawn)	23	19	12	-6	-10	-3	0	-8	-32	-3	1
COc1cccc(OC)c1C(=O)NC(=S)NCc1ccccc1	8	-10	8	-1	-2	-6	10	-1	11	-8	13
COC(=O)C1C(=O)C2=C(CC1C)NC(=O)CC2c1ccc(F)cc1 (stereo not drawn)	-25	-3	0	-2	5	-30	-6	0	6	-6	10
CC(C)c1ccc(C2c3[nH]c4ccccc4c3C[C@H]3C(=O)N(c4ccccc4C(=O)N4CCC(C(=O)O)CC4)C(=O)N23)cc1 (stereo partly drawn)	4	1	-20	2	40	0	-24	-18	-6	0	-18
